Compound activity as filed in PubChem BioAssay.
CRFR2-BP ag: CRF-BP/CRF-R2 complex agonism; HEK293 CRF-R2/CRF-BP, calcium dye fluorescence (FLIPR); percent of saturating CRF peptide response; activation, % at 13.2 µM; hit rate 0.46% among 350,000; AID 588473;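 active = activation of at least 50%, plus an integration ratio under a set limit after plate pattern correction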;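 note: plate controls were neutral control wells without compound for no effect and CRF at EC100 for full effect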
CHRM5 agonist: agonists of human muscarinic M5 receptor (CHRM5). CHO-K1 hM5 cells, Fluo-8 calcium fluorescence; 0% DMSO wells, 100% maximal acetylcholine response. activation, % at 3 µM. hit rate 0.19% among 360,000;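 active = activation above the run's mean over test compounds plus 3 SD, cut at about 23% in these data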;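 note: signal is peak over basal fluorescence ratio across the kinetic read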
Target sequence (P08912 whole entry, looked up): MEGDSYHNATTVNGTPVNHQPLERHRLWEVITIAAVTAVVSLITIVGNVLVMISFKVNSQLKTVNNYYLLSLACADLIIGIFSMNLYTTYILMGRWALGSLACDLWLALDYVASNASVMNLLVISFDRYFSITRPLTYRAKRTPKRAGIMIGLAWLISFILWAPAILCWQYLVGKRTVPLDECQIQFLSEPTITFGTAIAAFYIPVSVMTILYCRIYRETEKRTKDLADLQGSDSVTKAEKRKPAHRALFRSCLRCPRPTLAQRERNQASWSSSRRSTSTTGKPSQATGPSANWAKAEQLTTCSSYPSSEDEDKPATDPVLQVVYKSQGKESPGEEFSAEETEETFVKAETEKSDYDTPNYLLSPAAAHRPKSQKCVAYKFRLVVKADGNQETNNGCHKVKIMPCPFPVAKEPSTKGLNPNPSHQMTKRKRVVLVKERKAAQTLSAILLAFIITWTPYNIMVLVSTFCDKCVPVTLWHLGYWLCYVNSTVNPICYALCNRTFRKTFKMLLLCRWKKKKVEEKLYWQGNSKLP
M4 antag: blocks acetylcholine activation of human M4 receptor; P08173; CHO-hM4 cells, ACh EC80, Fluo-8 calcium fluorescence; inhibition, % at 3 µM; hit rate 0.73% among 360,000;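 active = inhibition above its plate's cutoff, the mean inhibition of sample wells plus 3 SD, cut at about 27% in these data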;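 note: 0% = acetylcholine EC80 with DMSO and 100% = DMSO without agonist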
CHRM1 antagonist: human CHRM1 antagonism; P11229; CHO-K1 hM1, Fluo-8 calcium fluorescence, ACh EC80 antagonist; inhibition, % at 3 µM; hit rate 1.3% among 360,000; AID 588852;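 active = percent inhibition above its own plate's cutoff, namely the mean of that plate's compound wells plus 3 SD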;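 note: peak over basal fluorescence ratio during 140 s after agonist addition; 0% = ACh EC80 plus DMSO and 100% = DMSO alone without agonist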
Target sequence (P11229 whole entry, looked up): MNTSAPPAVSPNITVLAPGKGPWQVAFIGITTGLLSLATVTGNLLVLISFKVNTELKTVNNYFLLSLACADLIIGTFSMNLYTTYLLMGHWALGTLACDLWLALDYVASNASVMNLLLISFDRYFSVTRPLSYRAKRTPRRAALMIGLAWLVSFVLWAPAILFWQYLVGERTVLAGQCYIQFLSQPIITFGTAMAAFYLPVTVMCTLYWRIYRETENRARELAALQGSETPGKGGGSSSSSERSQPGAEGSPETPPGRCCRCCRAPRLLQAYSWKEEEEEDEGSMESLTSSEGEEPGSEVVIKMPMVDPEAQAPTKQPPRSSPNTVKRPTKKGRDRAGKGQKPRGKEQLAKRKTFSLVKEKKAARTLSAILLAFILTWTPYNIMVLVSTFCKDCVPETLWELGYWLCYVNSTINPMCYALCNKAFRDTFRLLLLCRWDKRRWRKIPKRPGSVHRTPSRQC
CHRM5 antagonist: CHRM5 antagonism in calcium assay. P08912. CHO-hM5 cells, Fluo-8 calcium fluorescence, ACh EC80. inhibition, % at 3 µM. hit rate 0.59% among 360,000. AID 624040;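 active = inhibition above a per-plate cutoff, the mean of that plate's test compounds plus 3 SD, cut at about 27% in these data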;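 note: 0% = acetylcholine EC80 with DMSO and 100% = DMSO without agonist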
M4 PAM: CHRM4 positive allosteric modulation | AID 624126 | hit rate 0.4% among 360,000 | activation, % at 3 µM | CHO-K1 hM4/Gqi5, Fluo-8 calcium fluorescence, ACh EC20; 0% = ACh EC20, 100% = maximal ACh | P08173;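 active = activation above its plate's cutoff, the mean activation of sample wells plus 3 SD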; note: some results filed as inactive read as strong as hits
CHRM5 PAM: potentiates acetylcholine response at human M5 receptor | P08912 | activation, % at 3 µM | hit rate 0.3% among 360,000 | CHO-K1 hM5, Fluo-8 calcium, ACh EC20 PAM; 0% = ACh EC20, 100% = ACh EC100;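 active = activation above the run cutoff, the mean activation of all test compounds plus 3 SD, cut at about 18% in these data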
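system = human M5 receptor in CHO-K1 cells | reagent = EC20 acetylcholine as agonist stimulus | compound dosing = single-point, 3 µM nominal | incubation = Fluo-8 loading 80 min at 37 °C plus 30 min room temperature | detection = Fluo-8 calcium dye fluorescence, kinetic read | benchmarks = low control EC20 acetylcholine (0%), high control EC100 acetylcholine (100%)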
CHRM4 agonist: CHRM4 agonism in calcium assay | P08173 | CHO-K1 hM4/Gqi5, Fluo-8 calcium fluorescence; vehicle 0%, full acetylcholine response 100% | activation, % at 3 µM | hit rate 0.14% among 360,000;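 active = activation above the run mean over all test wells plus 3 SD, cut at about 32% in these data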;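 note: peak over basal fluorescence ratio per well then scaled between controls; 0% = DMSO wells and 100% = acetylcholine at EC100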
CHRM1 PAM: positive allosteric modulators of human M1 muscarinic receptor; P11229; CHO-K1 hM1, Fluo-8 calcium fluorescence, ACh EC20; 0% = ACh EC20, 100% = maximal ACh; activation, % at 3 µM; hit rate 0.088% among 360,000; AID 588819; in the data active = activation above about 19%, passing the limit was not always enough
* = called active by the depositor; . = no result given.

nr	SMILES	CRFR2-BP ag	CHRM5 agonist	M4 antag	CHRM1 antagonist	CHRM5 antagonist
1	Cc1cccc(NC(=O)Cn2c(=O)n(Cc3ccccc3)c(=O)c3c(C)c(C)sc32)c1	0.3	-2	-4	-16	0
2	Cc1ccc(C)c(N2CCN(C(=O)c3cc(S(=O)(=O)N4CCOCC4)ccc3F)CC2)c1	-0.9	0	1	-2	7
3	Cc1cc(C(=O)CC#N)c(C)n1CC(F)(F)F	2.2	0	6	-34	-3
4	COC(=O)[C@]12CCCCC=C1N(Cc1ccco1)C(=O)[C@H](CC(=O)NCCCN1CCCC1=O)C2	.	4	6	.	1
5	O=C(N/N=C/c1sc(=O)n(-c2ccccc2)c1Cl)c1ccccc1	-0.8	-5	5	-10	6
6	CCOC(=O)CC(=O)Nc1ccc(C)cc1	-1.4	-5	-2	-30	-5
7	COC(CN(C(=O)CCl)C(C(=O)NC1CCCC(C)C1C)c1ccc(C)cc1)OC (stereo unspecified)	1.1	-1	4	1	-5
8	COc1ccc(-c2cc(C(=O)N3CCCC3)no2)cc1	-0.4	-1	5	-1	-6

nr	M4 PAM	CHRM5 PAM	CHRM4 agonist	CHRM1 PAM
1	4	-1	1	5
2	-9	-10	6	1
3	0	-1	0	11
4	3	0	0	.
5	1	-2	1	6
6	7	4	1	2
7	-11	1	-1	6
8	4	6	0	6

Some of these compounds in order of their number in CHRM5 agonist, smallest number first.
no.	Compound	CHRM5 agonist
5	O=C(N/N=C/c1sc(=O)n(-c2ccccc2)c1Cl)c1ccccc1	-5
1	Cc1cccc(NC(=O)Cn2c(=O)n(Cc3ccccc3)c(=O)c3c(C)c(C)sc32)c1	-2
7	COC(CN(C(=O)CCl)C(C(=O)NC1CCCC(C)C1C)c1ccc(C)cc1)OC (stereo unspecified)	-1
3	Cc1cc(C(=O)CC#N)c(C)n1CC(F)(F)F	0
4	COC(=O)[C@]12CCCCC=C1N(Cc1ccco1)C(=O)[C@H](CC(=O)NCCCN1CCCC1=O)C2	4

Continuation.
nr	SMILES	CRFR2-BP ag	CHRM5 agonist	M4 antag	CHRM1 antagonist	CHRM5 antagonist
9	COc1ccc(S(=O)(=O)N2CCCC2CNC(=O)C(=O)NCCc2ccccc2)cc1 (stereo unspecified)	2.1	-4	7	14	14
10	COc1ccccc1OCCn1nc2ccccc2c1OC	.	-2	-4	.	-7
11	O=C(O)c1ccc(Cl)c(NC(=S)NC(=O)c2cccc(COc3ccccc3)c2)c1	-5.8	-3	5	3	9
12	COc1nnc(-c2ccc(N3CCCCC3)c(N)c2)c2ccccc12	-0.1	-10	-9	-1	8
13	Cc1nc(NC(=O)c2cccnc2Cl)sc1C	-0.9	1	1	-1	19
14	Cc1sc(NC(=S)NC(=O)CCc2ccccc2)c(C(N)=O)c1C	0.9	0	0	-3	2
15	Cc1ccc2c(CN(C)Cc3cccc(F)c3)cc(=O)oc2c1C	-4.6	-2	4	-6	13
16	CCOC(=O)c1ccc(Nc2nc(C(=O)OCC)nc3ccccc23)cc1	-0.6	-2	4	1	5

nr	M4 PAM	CHRM5 PAM	CHRM4 agonist	CHRM1 PAM
9	-9	-16	21	-8
10	5	-3	6	.
11	1	0	0	1
12	7	-16	4	4
13	-11	-6	1	1
14	2	1	2	0
15	-7	-6	2	5
16	-2	-12	3	-1

Continued.
nr	SMILES	CRFR2-BP ag	CHRM5 agonist	M4 antag	CHRM1 antagonist	CHRM5 antagonist
17	CC(=O)NC1CCC(=O)C=C1c1ccccc1 (stereo unspecified)	-2.2	5	-4	-11	-1
18	O=S(=O)(NCc1ccccc1)c1ccc(S(=O)(=O)N2CCCCC2)cc1	2.3	1	-1	-3	-6
19	COc1ccc(NC(=O)c2nn(C34CC5CC(CC(C5)C3)C4)cc2[N+](=O)[O-])cc1	2.7	-2	6	-3	0
20	C1CCCCCC2(CCCCC1)OCC(CN1CCOCC1)O2 (stereo unspecified)	1.2	0	-10	8	16
21	Cn1c(=O)cc(C(=O)N/N=C/c2ccc(F)cc2)[nH]c1=O	-0.7	-2	1	9	1
22	COc1cc(/C=C2/SC(=S)N(C)C2=O)ccc1OC(=O)c1ccco1	3.5	6	-1	-6	8
23	CN1C(=O)c2ccccc2C(C(=O)O)C1c1cccc(F)c1 (stereo unspecified)	-0.5	1	-4	8	-6
24	Cc1c(NC(=O)CN(C)CC(=O)Nc2ccc(F)c(F)c2F)c(=O)n(-c2ccccc2)n1C	1.7	-1	-9	-5	14

nr	M4 PAM	CHRM5 PAM	CHRM4 agonist	CHRM1 PAM
17	6	-3	0	11
18	5	5	1	-2
19	-1	-4	0	5
20	-8	-10	10	-10
21	1	-2	0	3
22	4	-10	6	10
23	3	5	1	-9
24	-1	-9	8	0

More results:
nr	SMILES	CRFR2-BP ag	CHRM5 agonist	M4 antag	CHRM1 antagonist	CHRM5 antagonist
25	Cc1cc(C)c2c(n1)nn1c(N3CCN(c4ccccc4C)CC3)cc(C)nc21	-0.2	-4	-6	18	-3
26	COc1ccc(C(=O)NCC(C)C)c(OC)c1	-0.9	-1	-7	-17	4
27	O=C(CCC1CCCCC1)NCc1ccc(F)cc1	-0.6	-4	10	-12	0
28	O=C(NCc1ccccc1)Nc1cccn(Cc2c(F)cccc2Cl)c1=O	-1.5	-2	1	-15	6
29	CSCC(C)N1CCC(CCC(=O)NC2CC2)CC1 (stereo unspecified)	-1.1	-2	-3	-9	6
30	N#Cc1c2n(c(=S)n(-c3ccccc3)c1=O)CCCCC2	4.2	-4	-12	0	2
31	C#CCn1c2ccccc2c(=O)n1CCOc1ccccc1OC	.	1	-4	.	16
32	CCN(CC)CCNC(=O)c1cc2c(=O)n(C)c3ccccc3c2s1	0.0	-2	12	-13	15

nr	M4 PAM	CHRM5 PAM	CHRM4 agonist	CHRM1 PAM
25	-2	-4	0	-1
26	7	-3	0	8
27	11	-3	0	8
28	-2	5	1	10
29	2	-1	0	5
30	3	-1	2	4
31	2	-5	2	.
32	-5	-4	1	8

More results follow:
nr	SMILES	CRFR2-BP ag	CHRM5 agonist	M4 antag	CHRM1 antagonist	CHRM5 antagonist
33	Cc1cc(C)c(NS(=O)(=O)c2ccccc2)c(C)c1	-5.6	-6	-6	-12	-3
34	CCCc1cc(=O)[nH]c(SCC(N)=O)n1	-0.8	-4	1	-1	2
35	COc1cc2c3c(c1OC)C1(C=CC(=O)C=C1)CC3N(C(=O)c1ccccc1)CC2 (stereo unspecified)	1.1	0	5	-10	-4
36	COc1cc(COc2ccc(S(=O)(=O)N3CCOCC3)cc2[N+](=O)[O-])ccc1OC(F)F	-0.7	4	-4	1	10
37	COc1ccc2cc(C(C)C(=O)Nc3cccc(S(=O)(=O)N(C)C)c3)ccc2c1 (stereo unspecified)	4.9	-3	1	1	15
38	COC(=O)c1ccccc1Oc1cnc2ccccc2n1	-0.5	-11	-5	-8	2
39	c1ccc(OCCCCN2CCOCC2)cc1	-0.6	-2	6	9	8
40	Cc1c(-c2ncn[nH]2)sc(C#N)c1-c1ccccc1	-0.4	0	0	-12	-1

nr	M4 PAM	CHRM5 PAM	CHRM4 agonist	CHRM1 PAM
33	7	7	-1	12
34	3	5	1	12
35	5	-4	0	7
36	4	-2	2	6
37	-7	-9	7	-5
38	-11	-4	1	4
39	10	-5	1	-2
40	3	2	3	13

(continued)
nr	SMILES	CRFR2-BP ag	CHRM5 agonist	M4 antag	CHRM1 antagonist	CHRM5 antagonist
41	Cc1nc(Nc2ccccc2Br)c2nnn(Cc3ccccc3)c2n1	2.0	2	8	-10	8
42	CC(C)Oc1ccc(CC(=O)NNC(=S)Nc2ccccc2)cc1	1.1	4	-9	-15	2
43	OCCNCc1ccc(OC2CCCC2)cc1	-0.3	-4	1	21	6
44	NC(=O)COC(=O)c1c2c(nc3ccccc13)CCCCC2	-0.7	1	5	-2	13
45	COc1ccccc1C(=O)N1N=C(c2ccc(NS(C)(=O)=O)cc2)CC1c1cccs1 (stereo unspecified)	-3.8	-1	1	-4	3
46	COc1ccc(CN2C(=O)C(CC(=O)NCCCCc3ccccc3)CC(C(=O)N(C(C)C)C(C)C)=C2C)cc1 (stereo unspecified)	0.6	-4	-10	-6	-4
47	COC(=O)c1ccc2nc(Nc3nc4ccc(F)cc4s3)sc2c1	-0.7	-2	6	1	8
48	C[C@H](NC(=O)N1CCn2c1nc1ccccc12)C(=O)NC1CC1	-0.9	-3	7	0	-2

nr	M4 PAM	CHRM5 PAM	CHRM4 agonist	CHRM1 PAM
41	-4	6	-1	6
42	5	-1	3	7
43	-1	1	0	-7
44	-4	-2	3	10
45	3	2	-1	6
46	-1	-7	-1	-2
47	-2	-4	0	2
48	1	3	1	4

Whole records from above. Order of screens: CRFR2-BP ag, CHRM5 agonist, M4 antag, CHRM1 antagonist, CHRM5 antagonist, M4 PAM, CHRM5 PAM, CHRM4 agonist, CHRM1 PAM
Listed for Cc1ccc2c(CN(C)Cc3cccc(F)c3)cc(=O)oc2c1C : -4.6, -2, 4, -6, 13, -7, -6, 2, 5
Listed for COc1nnc(-c2ccc(N3CCCCC3)c(N)c2)c2ccccc12 : -0.1, -10, -9, -1, 8, 7, -16, 4, 4

Other structures.
nr	SMILES	CRFR2-BP ag	CHRM5 agonist	M4 antag	CHRM1 antagonist	CHRM5 antagonist
49	COc1ccc(NC2(c3ccccc3)OC(=O)c3ccccc32)cc1 (stereo unspecified)	-1.8	-7	-3	0	22
50	O=S(=O)(c1cccc2nsnc12)N1CCCCC1	-2.3	-3	-7	-8	-7
51	FC(F)(F)c1cc(Cl)c2nc(-c3ccccc3)c(Cc3ccccc3)n2c1	.	0	-7	-10	2
52	COc1cccc(C(=O)OCC(=O)Nc2cc(C)on2)c1OC	-2.0	5	-12	-18	8
53	O=C(Nc1ccccc1F)c1c[nH]c(=O)[nH]c1=O	1.1	0	-8	40*	-9
54	C[C@]12c3[nH]c4ccc(Cl)cc4c3CCN1C(=O)[C@@H](CC(=O)NCCc1ccccn1)C[C@@H]2C(=O)N1CCCCC1	-2.6	3	-3	-7	5
55	Cc1c(NC(=O)c2cccc(NC(=O)COc3cccc(Br)c3)c2)c(=O)n(-c2ccccc2)n1C	-1.4	3	2	7	15
56	CCOc1ccccc1N(CC(=O)Nc1ccc(S(=O)(=O)N2CCCC2)cc1)S(C)(=O)=O	-0.6	-2	-6	7	10

nr	M4 PAM	CHRM5 PAM	CHRM4 agonist	CHRM1 PAM
49	-2	-6	1	-8
50	2	5	0	6
51	-4	-1	0	2
52	5	3	0	11
53	6	5	0	-12
54	2	-2	0	5
55	-4	-20	18	-12
56	-3	-6	7	-4

Continuation.
nr	SMILES	CRFR2-BP ag	CHRM5 agonist	M4 antag	CHRM1 antagonist	CHRM5 antagonist
57	CCOC(=O)c1sc2nc(CSc3ccccc3)[nH]c(=O)c2c1C	0.0	0	-1	-3	-8
58	O=C(CC(NCCN1CCOCC1)C(=O)O)Nc1cccc(Cl)c1 (stereo unspecified)	0.1	5	6	-23	-8
59	COc1ccccc1CN1C(=NC(=O)CCC2CCCC2)SC2CS(=O)(=O)CC21 (stereo unspecified)	-0.8	1	9	16	7
60	C=C(C)COc1ccc(-c2nc(N)ncc2-c2ccc(Cl)cc2)c(O)c1	2.7	-6	-7	-9	1
61	Cc1cc(C)n2ncc(C(=O)NCc3ccc(Cl)cc3)c2n1	-1.3	-1	-4	3	-3

nr	M4 PAM	CHRM5 PAM	CHRM4 agonist	CHRM1 PAM
57	-2	5	0	1
58	10	12	-1	10
59	-6	-12	15	-10
60	-4	-3	0	-1
61	3	5	2	-3
